Luciferase inh: firefly luciferase inhibition; P08659; purified firefly luciferase, luminescence, 8 min; Potency, µM (doses to about 57.1 µM), for the others: at the top dose activity change, negative = inhibition, usual class: inhibitors; actives 2.2% (n = 72,000); also: potency is read from the fitted curve at half-maximal effect; % is scaled to controls: 0 for no effect and ±100 for the full control effect; nearly all actives have a fitted effect of over 40% in size
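Firefly luciferase (PKLight detection mix) with 10 uM ATP in pH 7.2 imidazole buffer (KCl, MgCl2, Tween 20, BSA). Compounds tested across a concentration series (qHTS). Luminescence read after 8 min at ambient temperature.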
HADH2 inhib: blocks human hydroxyacyl-CoA dehydrogenase type II | recombinant HADH2, NADH fluorescence, beta-hydroxybutyryl-CoA | Q99714 | Potency, µM (top dose mostly 57.1 µM), inactives show top-dose activity change, negative = inhibition, usual class: inhibitors | actives 3.4% (n = 73,000) | AID 886; also: potency is read from the fitted curve at half-maximal effect; % is scaled to controls: 0 for no effect and ±100 for the full control effect; nearly all actives have a fitted effect of over 60% in size; many of its hits are not listed in these tables
Target sequence (Q99714 whole entry, looked up, one chain of several): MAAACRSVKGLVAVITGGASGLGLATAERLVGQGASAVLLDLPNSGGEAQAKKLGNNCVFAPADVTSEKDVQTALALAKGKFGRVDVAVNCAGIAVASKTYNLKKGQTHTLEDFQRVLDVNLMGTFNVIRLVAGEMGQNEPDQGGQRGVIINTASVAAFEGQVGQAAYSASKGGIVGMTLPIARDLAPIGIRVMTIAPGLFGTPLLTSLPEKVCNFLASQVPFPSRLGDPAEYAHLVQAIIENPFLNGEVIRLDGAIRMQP
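Activity measured as NADH fluorescence gain (360/450 nm), taken as the change between first and last reads of a 4-min kinetic run. Conditions: pH 9.0 Tris buffer, 20 nM E. coli-expressed His-tagged enzyme, 1 mM NAD+, 90 uM beta-hydroxybutyryl-CoA; 15-min compound preincubation.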
HBB splicing: modulators of hemoglobin beta chain splicing; HBB splicing reporter cell assay, activation; EGFP reporter with mutant IVS2-654 intron; response scale: normalised to 500 nM splice-correcting PNA; Potency, µM (doses to about 46.1 µM), for the others: top-dose activation, most hits filed as activators; actives 0.06% (n = 65,000); AID 925; also: potency is read from the fitted curve at half-maximal effect; 0% is about no effect
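HeLa cells stably expressing EGFP interrupted by mutant beta-globin intron 2 (IVS2-654), 500/well in 2% FCS. Treated with compound for 2 days at 37C. Splicing correction scored as total well GFP intensity (488 nm excitation, 500-520 nm emission); 500 nM antisense PNA served as control.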
ALOX15 inhib: inhibitors of human 15-lipoxygenase (ALOX15); P16050; purified 15hLO-1, xylenol orange hydroperoxide absorbance; Potency, µM (series often up to 57.1 µM), for the others: at the top dose activity change, negative = inhibition, hits mostly inhibitors; actives 1.4% (n = 74,000); AID 887; also: potency is read from the fitted curve at half-maximal effect; % is scaled to controls: 0 for no effect and ±100 for the full control effect; nearly all actives have a fitted effect of over 55% in size
Target sequence (P16050 whole entry, looked up): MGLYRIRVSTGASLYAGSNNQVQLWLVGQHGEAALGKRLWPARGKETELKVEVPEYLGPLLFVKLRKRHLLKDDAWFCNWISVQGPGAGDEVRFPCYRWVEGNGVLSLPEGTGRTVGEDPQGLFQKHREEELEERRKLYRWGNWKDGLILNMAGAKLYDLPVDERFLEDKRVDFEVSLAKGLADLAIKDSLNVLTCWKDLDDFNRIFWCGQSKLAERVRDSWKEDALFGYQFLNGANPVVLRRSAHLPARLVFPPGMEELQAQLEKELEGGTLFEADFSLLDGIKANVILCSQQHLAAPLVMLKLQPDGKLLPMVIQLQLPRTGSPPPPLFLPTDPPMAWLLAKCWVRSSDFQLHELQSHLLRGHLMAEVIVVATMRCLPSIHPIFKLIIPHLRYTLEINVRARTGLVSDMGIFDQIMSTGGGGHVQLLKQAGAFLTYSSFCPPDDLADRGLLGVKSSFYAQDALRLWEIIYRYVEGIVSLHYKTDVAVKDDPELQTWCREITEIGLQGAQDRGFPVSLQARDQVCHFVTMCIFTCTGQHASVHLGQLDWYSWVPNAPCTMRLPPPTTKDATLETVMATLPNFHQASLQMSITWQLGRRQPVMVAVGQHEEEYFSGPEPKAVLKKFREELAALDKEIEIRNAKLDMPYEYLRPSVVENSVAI
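Readout: Fe(III)-xylenol orange absorbance, 573-to-405 nm ratio as reaction progress. Enzyme 40 nM purified human 15hLO-1, substrate 50 uM arachidonic acid, 6 min RT after 15 min compound preincubation; Hepes pH 7.5 buffer with Triton X-100.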
UbGFP stabilizer: inhibits proteasome, raising ubiquitin-GFP reporter fluorescence. 67,000 tested, under 10 active. Ubiquitin-GFP reporter cells, proteasome inhibition, GFP fluorescence; response scale: untreated = 0%, 10 µM MG-132 = 100%. AID 526. Potency, µM (titrated, usually from 45.9 µM), for the others: at the top dose activation (GFP accumulation), actives largely listed as activators; active = well fitted activation curve with a large enough effect, not every such curve was filed as active; inconclusive = small, poorly fitted or top-dose-only effect, or another doubt; inactive = no such curve, though single readings can be large or run the other way; also: potency is read from the fitted curve at half-maximal effect
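Reporter cells (U2OS, ubiquitin-G76V-GFP fusion) are plated overnight, then treated 4 hr at 37 °C with compound titrations from 46 uM down to 2.9 nM. Activity is scaled against untreated cells and 10 uM MG-132.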
CRE Fsk mod: alters forskolin-stimulated CRE reporter signaling in CHO cells; CHO CRE-bla reporter (cAMP response element driving beta-lactamase), forskolin EC10, beta-lactamase ratio; Potency, µM (doses to about 38.2 µM), without a hit: at the top dose activity change, negative = inhibition, most hits filed as activators; actives 2.5% (n = 71,000); AID 662; active = well fitted activation curve with a large enough effect in the signal ratio, with a control signal flat, not every such curve was filed as active; inconclusive = small, poorly fitted or top-dose-only effect, or effect the other way, or a change in a side signal; the % refers to the signal ratio; also: potency is read from the fitted curve at half-maximal effect; % of control where 0% means no effect
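Forskolin analogue NKH 477 at EC10 stimulated CRE-driven beta-lactamase in CHO cells alongside compound dilution series. Beta-lactamase was measured with CCF4, excitation 405 nm, emission ratio 460/530 nm.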
Epigenetic mod: epigenetic modulators derepressing GFP locus in mouse cells | mouse C127i GFP locus derepression, cytometry, 30 h | Potency, µM (top dose mostly 46.1 µM), for inactives: at the highest dose GFP derepression (activation) | actives 0.09% (n = 68,000) | AID 597; also: % of control where 0% means no effect
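Locus derepression in mouse mammary C127i cells whose integrated CMV-GFP reporter is normally silent; GFP expression after 30 h compound treatment was quantified by counting fluorescent cells.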
Hsp90 Hop PPI: changes Hsp90-Hop TPR2A binding signal, up or down; AlphaScreen TPR2A-His6 binding biotin-Hsp90 C-terminal peptide; Potency, µM (highest dose often 57 µM), without a hit: at the highest dose activity change, negative = inhibition; actives 0.44% (n = 71,000); active = well fitted curve in either direction with a large enough effect; inconclusive = small, poorly fitted or top-dose-only effect, or another doubt; also: potency is read from the fitted curve at half-maximal effect; % is scaled to controls: 0 for no effect and ±100 for the full control effect; many of its hits are not listed in these tables
Pol III holo inh: blocks replication by bacterial DNA polymerase III holoenzyme; actives 0.25% (n = 71,000); Potency, µM (doses to about 57.1 µM), for inactives: top-dose activity change, negative = inhibition; reconstituted DNA polymerase III holoenzyme replication, biochemical; also: potency is read from the fitted curve at half-maximal effect; % is scaled to controls: 0 for no effect and ±100 for the full control effect
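Reconstituted *E. coli* holoenzyme (0.35 nM Pol III, 1 nM beta, 154 nM SSB, 2 nM primase) was preincubated with compound for 15 min at RT. Synthesis on 1.4 nM ssM13Gori ran 35 min, then was stopped with PicoGreen/EDTA and read as dsDNA fluorescence.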
ERK AVP inh: vasopressin-driven ERK pathway inhibition. HEK293-V1b, vasopressin-stimulated pERK AlphaScreen. Potency, µM (highest dose often 57.5 µM), without a hit: top-dose activity, negative = inhibition, hits mostly inhibitors. actives 0.99% (n = 72,000); also: potency is read from the fitted curve at half-maximal effect; % is scaled to controls: 0 for no effect and ±100 for the full control effect; nearly all actives have a fitted effect of over 55% in size
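HEK293 cells stably expressing V1b receptor, seeded overnight in 1% FBS, were treated with compounds for 30 min at 37C, then stimulated 5 min with 25 nM vasopressin; phospho-ERK read by AlphaScreen SureFire after lysis.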
Tau filament bind: binders of human tau filaments. recombinant tau filaments, thioflavin S fluorescence, 15 h; filaments grown with octadecylsulfate alongside compound. actives 2% (n = 71,000). Potency, µM (doses to about 57.1 µM), without a hit: at the top dose activity change, negative = inhibition. AID 596;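 also: potency is read from the fitted curve at half-maximal effect; % is scaled to controls: 0 for no effect and ±100 for the full control effect; actives lower thioflavin S fluorescence by blocking filaments or displacing dye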
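ThS-based fibril read: tau 1 uM final, inducer ODS 30 uM final, 37 C for 15 h, ex 450/em 510 nm.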
* marks the source's active call; other numbers are inactive results; ? = inconclusive; · = no result given; [ ] = remark or other dose. Unless noted, calls follow the shape of the dose curve; as a rule, active = well fitted curve in the direction sought with a large enough effect; inconclusive = small, poorly fitted or top-dose-only effect, or another doubt; inactive = no such curve, though single readings can be large; an effect the other way counts as inactive or inconclusive. Some of the compounds tested; rates above refer to the full screens.

smiles	Luciferase inh	HADH2 inhib	HBB splicing	ALOX15 inhib	UbGFP stabilizer	CRE Fsk mod	Epigenetic mod	Hsp90 Hop PPI	Pol III holo inh	ERK AVP inh	Tau filament bind
CCCC1O[C@@H]2C[C@H]3[C@@H]4CCC5=CC(=O)C=C[C@]5(C)[C@H]4[C@@H](O)C[C@]3(C)[C@]2(C(=O)CO)O1 (some centres undefined)	-1%[25.5 µM]	-6%	·	-6%	·	·	-4%[20.6 µM]	·	·	23%	·
CC(=N/O)/C(=N\O)c1ccc(C)o1	1%	?	-0.3%	7%	-2%	2%	-1%	-1%	-6%	-10%	-7%
COc1cccc(NC(=O)c2ccc(S(=O)(=O)N3CCCCC3)cc2)c1	3%	-4%	-0.1%	7%	-5%	-14%	·	1%	-2%	·	-13%
Cc1cc(C(=O)OCCO)c(C#N)c(N)n1	1%	32µM*	2.2%[57.5 µM]	1%	-3%	?	0%	-4%	3%	-4%	3%
Cc1cccc(-n2ncc(C#N)c2N)c1	-1%	1%	0.6%[0.369 µM]	2%	·	6%	0%	0%	-2%	-9%	-3%
C[C@H](CCC(=O)O)[C@H]1CC[C@@H]2[C@@H]3CC[C@H]4C[C@@H](O)CC[C@@]4(C)[C@@H]3C[C@H](O)[C@@]21C	4%[11.4 µM]	14%[11.4 µM]	1.3%[9.22 µM]	10%[11.4 µM]	5%[9.17 µM]	1%[7.6 µM]	7%[9.22 µM]	-7%[11 µM]	-13%[11.4 µM]	4%[11.5 µM]	5%[11.4 µM]
O=S(=O)(NC1CC1)c1ccc(S(=O)(=O)N2CCCc3ccccc32)cc1	3%	12%	0.8%[57.5 µM]	-6%	-2%	8%	-1%	0%	0%	0%	10%
C=CCn1c(SCCN2CCOCC2)nc2c1c(=O)[nH]c(=O)n2C	-33%	-5%	-4.7%	0%	0%	12%	0%	-3%	-4%	0%	-5%
CCNC(=O)[C@H]1O[C@H](n2cnc3c(N)nc(NCCc4ccc(CCC(=O)O)cc4)nc32)[C@@H](O)[C@@H]1O	0%	-8%	·	?	5%	1%	0%	0%	-6%	-24%	?
CCOc1ccc(CNC(=O)CCn2c(=O)oc3ccccc32)cc1	0%	10%	-2.4%	0%	2%	-6%	0%	-3%	-4%	1%	-7%
O=C(CSc1nnc(CNC(=O)c2c(F)cccc2Cl)o1)Nc1ccc2c(c1)OCCO2	-15%	-1%	-1.1%	4%	4%	-1%	-1%	-1%	4%	-10%	8%
Cc1nc(C)c2c(=O)cc(-c3ccccc3)[nH]c2n1	0%	32µM*	1.7%	-1%	-3%	?	-2%	-3%	-3%	-19%	2%
COc1ccc(CNC(=O)C(C)N(Cc2ccco2)C(=O)c2snc(C(N)=O)c2N)cc1 (centres undefined)	0%	-18%	-0.9%	-2%	2%	?	-1%	-9%	-2%	-16%	5%
Cc1c(C(=O)NCc2ccccn2)oc2ccc(S(=O)(=O)N3CCOCC3)cc12	1%	-4%	-0.5%	6%	0%	-2%	0%	-4%	4%	-19%	-2%
Cn1c2ccc(F)cc2c2ncn(CCN3CCOCC3)c(=O)c21	0%	?	-0.1%[1.84 µM]	11%	0%	10µM*	-2%	?	-1%	-4%	9%
O=C(Cc1ccccc1)Nc1nnc(-c2ccco2)s1	1%	-17%	·	-3%	5%	0%	-2%	-2%	-7%	15%	-6%
O=C(CSc1nc2ccccc2c(=O)n1Cc1ccco1)N1CCN(c2ccccc2)CC1	9%	-7%	-1.8%	-12%	3%	9%	0%	-14%	-2%	-18%	19%
CCn1c(=O)c(C(=O)NCCCO)c(O)c2ccccc21	1%	-5%	-0.2%[57.5 µM]	2%	-2%	10µM*	-3%	1%	3%	-11%	10%
CC(=O)c1cccc(NC(=O)N2C3CCC2CC(O)(c2cccnc2)C3)c1 (centres undefined)	1%	-5%	·	-8%	4%	6%	0%	-1%	-2%	-7%	-16%
Cc1ccc(N=Nc2ccc(N)cc2C)c(S(N)(=O)=O)c1	-8%[11.4 µM]	5%[11.4 µM]	2.2%[9.22 µM]	3%[11.4 µM]	-2%[9.17 µM]	13%[7.6 µM]	-3%[9.22 µM]	-9%[11 µM]	-5%[11.4 µM]	-1%[11.5 µM]	4µM*
COc1ccccc1NC(=O)Cn1c(=O)oc2ccccc21	-4%	-6%	-1.8%	2%	-6%	-3%	-3%	-1%	0%	-2%	8%
CC(C)(C)c1cc(NS(=O)(=O)c2ccc3c(c2)OCCO3)on1	-3%	-16%	0.3%[57.5 µM]	3%	3%	-7%	0%	2%	-2%	1%	2%
CCC(NC(=O)c1ccccc1NC(=O)c1ccccc1)C(=O)O (centres undefined)	0%	-8%	0.5%	5%	1%	-3%	4%	-3%	-5%	15%	-7%
CCOc1cc(C(=O)Nc2ccc(S(=O)(=O)N3CCOCC3)cc2)cc(OCC)c1OCC	-2%	23%	-0.1%[57.5 µM]	11%	3%	-2%	-3%	-2%	-3%	0%	1%
O=C(CCN1CCC(c2ccccc2)C1)c1cccs1 (centres undefined)	-2%	0%	0.5%	-10%	-3%	?	-1%	-1%	-5%	-9%	-9%
CCN(CC)C(c1ccc(C)cc1)c1nnnn1C1CCCCC1 (centres undefined)	0%	-1%	-0.7%	2%	-3%	10%	-3%	18%	-8%	12%	-5%
Nc1nc(OCC(F)(F)F)cc(Oc2ccccc2F)n1	0%	2%[11.4 µM]	2.5%[0.0738 µM]	-9%[11.4 µM]	-6%[9.17 µM]	?	-2%	1%[11 µM]	5%[11.4 µM]	-9%	-10%[11.4 µM]
CCOc1ccccc1CN1CCN(S(C)(=O)=O)CC1	1%	-2%	·	?	-7%	-2%	0%	1%	-1%	-17%	-1%
Cc1ccc(C2C(=O)N(C3CCCC3)CC(=O)N2CC2COc3ccccc3O2)cc1 (centres undefined)	1%	7%	4.1%	-3%	-3%	-25%	-5%	-3%	-3%	8%	-16%
Cc1cccc(OCc2nnc(SCC(=O)c3ccccc3)o2)c1	-2%	-17%	·	-8%	-2%	3%	-1%	?	-3%	-7%	-5%
CN1CCN(S(=O)(=O)c2ccc(N)cc2)CC1	-4%	5%	0.8%	0%	7%	25%	·	-6%	-4%	·	-10%
COc1ccc(N2C(=O)CC(NCc3ccncc3)C2=O)cc1 (centres undefined)	1%	0%	0.5%	-21%	-5%	-2%	-3%	-2%	-3%	15%	-2%
O=C(O)C1CCCN(S(=O)(=O)c2ccc(F)cc2)C1 (centres undefined)	1%	0%	-2.2%	1%	6%	-1%	-6%	-2%	-5%	2%	3%
CCS(=O)(=O)c1ccc(S(=O)(=O)CC)s1	-6%	-5%	0.2%[9.22 µM]	-2%	-5%	-1%	0%	-2%	-3%	-21%	6%
CCOC(=O)c1oc2cc(O)ccc2c(=O)c1-c1csc(C)n1	-1%	-23%	-0.4%[57.5 µM]	2%	-4%	-4%	1%	-1%	-3%	12%	5%
CN(C)c1ccc(NC(=O)Nc2cccc(Cl)c2)cc1	10µM*	9%	-0.4%	-14%	0%	-3%	0%	-29%	1%	-16%	5µM*
CCC1CCCCN1C(=O)CSc1nnc(-c2ccco2)o1 (centres undefined)	-12%	-9%	0.1%[57.5 µM]	13%	6%	-2%	-2%	1%	-9%	3%	-6%
CCc1nnc(NC(=O)c2ccc(S(=O)(=O)N3CCOCC3)cc2)s1	1%	-5%	0.0%	3%	9%	7%	·	-1%	-6%	·	0%
CC(C)(C)NC(=O)c1ccc2c(c1)C(=O)N(C1CCCCC1)C2=O	-4%	12%	0.2%	-1%	9%	?	-5%	-3%	7%	-15%	-14%
CNc1nc(-c2ccc(C(=O)N(C)C)cc2)nc2ccccc12	-2%[2.29 µM]	?	1.0%	-20%	-1%	?	0%[9.22 µM]	0%	0%	-13%	-12%
O=C(CSc1nnnn1-c1cccc2ccccc12)N1CCOCC1	-2%	10%	3.5%	-1%	1%	?	3%	-2%	-12%	-10%	-5%
CCC(O)C(C)(C)C (centres undefined)	·	-4%	0.4%	1%	·	-18%	·	-3%	-6%	-6%	-7%
Cc1cc(Nc2ccc(F)cc2)n2nc(C)nc2n1	4%	-6%	0.6%	6%	3%	?	-2%	-2%	-4%	-10%	-2%

Bioassay records as filed in PubChem.
